NCOA2 inhibitor – inhibits human steroid receptor coactivator 2 | Q15596 | HEK293 GAL4-SRC2 luciferase reporter, luminescence | inhibition, % at 9 µM | 370,000 compounds, 0.17% hits;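 active = inhibition above the mean inhibition of all tested compounds plus 3 SD, set per campaign, cut at about 52% in these data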;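 note: 0% = DMSO treated cells and 100% = cells given Gossypol at 36 µM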
ABHD5 PLIN5 PPI – ABHD5-PLIN5 protein interaction inhibition | Q00G26+Q8WTS1 | Split G. princeps luciferase complementation, luminescence, 4 h | inhibition, % at 4 µM | 360,000 compounds, 0.78% hits | AID 602281;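 active = inhibition above the mean inhibition across every tested compound plus 3 SD, cut at about 22% in these data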;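 note: 0% = DMSO only wells and the 100% control is not disclosed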
Target sequence (Q00G26 whole entry, looked up): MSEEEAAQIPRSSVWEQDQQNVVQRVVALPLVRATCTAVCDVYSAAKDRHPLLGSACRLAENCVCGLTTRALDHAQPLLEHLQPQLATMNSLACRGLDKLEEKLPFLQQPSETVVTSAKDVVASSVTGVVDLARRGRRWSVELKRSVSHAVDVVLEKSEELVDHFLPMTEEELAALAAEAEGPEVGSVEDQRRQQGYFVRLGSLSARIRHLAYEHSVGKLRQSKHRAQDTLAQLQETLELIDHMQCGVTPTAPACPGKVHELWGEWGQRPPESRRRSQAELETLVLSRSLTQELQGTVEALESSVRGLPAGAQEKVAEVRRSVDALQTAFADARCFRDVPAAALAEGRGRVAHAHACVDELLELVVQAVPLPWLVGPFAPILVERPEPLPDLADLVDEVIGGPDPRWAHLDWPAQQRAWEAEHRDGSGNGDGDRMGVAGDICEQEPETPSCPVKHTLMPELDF
Target sequence (Q8WTS1 whole entry, looked up): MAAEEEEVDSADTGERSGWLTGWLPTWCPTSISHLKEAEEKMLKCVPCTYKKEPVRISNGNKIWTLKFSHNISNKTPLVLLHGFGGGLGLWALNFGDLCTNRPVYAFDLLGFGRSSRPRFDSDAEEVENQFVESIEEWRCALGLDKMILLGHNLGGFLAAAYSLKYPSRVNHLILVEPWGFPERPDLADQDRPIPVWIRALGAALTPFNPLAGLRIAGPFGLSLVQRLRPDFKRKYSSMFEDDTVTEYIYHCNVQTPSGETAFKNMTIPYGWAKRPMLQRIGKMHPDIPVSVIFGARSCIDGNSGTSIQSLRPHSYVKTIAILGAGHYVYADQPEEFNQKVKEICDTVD
NR2F2 inh – inhibitors of human COUP-TFII (NR2F2) | P24468 | HEK293T NGFI-A luciferase reporter, luminescence | inhibition, % at 8.6 µM | 370,000 compounds, 0.7% hits;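 active = inhibition above a per-plate cutoff, mean inhibition of test wells between control levels plus 3 SD, cut at about 38% in these data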;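 note: cells cotransfected with COUP-TFII expression vector driving the NGFI-A reporter; 0% = median of COUP-TF2 test wells and 100% = reporter-only cells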
NCOA1 inh – inhibits human SRC1 coactivator. HEK293 GAL4-SRC1 luciferase reporter, luminescence. Q15788. AID 588354. inhibition, % at 3.6 µM. 360,000 compounds, 0.12% hits;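 active = inhibition above the campaign mean plus 3 SD, with each screening campaign given its own cutoff, cut at about 60% in these data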;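 note: 0% = DMSO treated cells and 100% = gossypol at 36 µM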
Exocytosis inh – lytic granule exocytosis inhibition. 360,000 compounds, 0.66% hits. inhibition, % at 10 µM. AID 651702. TALL-104 LAMP-1 surface exposure, flow cytometry; cells stimulated with thapsigargin and PMA;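 active = inhibition above about 55%, limit read from the data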
NR5A2 inv ag – suppresses constitutive activity of human LRH-1. HEK293T StAR-luciferase reporter, LRH-1 transfected, 24 h. AID 602396. 360,000 compounds, 0.13% hits. O00482. inhibition, % at 3.6 µM;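 active = inhibition above the mean inhibition of all tested compounds plus 3 SD, cut at about 73% in these data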;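 note: 0% = DMSO wells and 100% = reporter-only cells lacking LRH-1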
TLR9-MyD88 block – TLR9-MyD88 interaction inhibition; Q9NR96+Q99836; CHO BLA complementation TLR9-MyD88, CCF4 FRET ratio; inhibition, % at 4.98 µM; 340,000 compounds, 0.21% hits; AID 504734;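 active = inhibition above the mean over all tested compounds plus 3 SD, cut at about 21% in these data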;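 note: 0% = DMSO only wells and 100% = clavulanate BLA inhibitor control wells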
NCOA3 inh – inhibits human SRC3 coactivator. Q9Y6Q9. HEK293 GAL4-SRC3 luciferase reporter, luminescence. inhibition, % at 3.6 µM. 360,000 compounds, 0.17% hits. AID 588352;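 active = inhibition above a per-campaign cutoff, the mean of all compounds plus 3 SD, cut at about 60% in these data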;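 note: 0% = DMSO-treated cells and 100% = gossypol-treated cells at 36 µM; higher means less SRC3-driven luciferase light from the GAL4 reporter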
TROY NFkB inh – inhibitors of TROY-dependent NF-kB signaling. Q293 LMP1-TROYcd NF-kB luciferase reporter, 4 h. inhibition, % at 10 µM. 360,000 compounds, 0.98% hits. AID 1347056;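 active = compounds whose plate-normalised and pattern-corrected inhibition of the luciferase reporter signal at the single screening dose is 50% or more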
TWEAK Fn14 block – inhibitors of TWEAK-Fn14 interaction signaling. 360,000 compounds, 2% hits. inhibition, % at 10 µM. AID 1159606. TWEAK-stimulated Fn14 reporter cells, luciferase luminescence, 8 h; in the data active = inhibition above about 50%
NOD2 RIPK2 PPI – NOD2-RIPK2 protein interaction inhibition; CHO BLA complementation NOD2-RIPK2, CCF4 ratio; O43353; 360,000 compounds, 0.38% hits; inhibition, % at 4.98 µM; AID 624267; in the data active = inhibition above about 21%;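 note: 0% = vehicle only and 100% = reference blocker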
* hit, by the source's call. These rows are one share of the data (hit frequency here may not be typical).

Results for O=C(O)c1cc(C2CC2)nc2ccccc12 ?
NCOA2 inhibitor: 3; ABHD5 PLIN5 PPI: -9; NR2F2 inh: -3; NCOA1 inh: -8; Exocytosis inh: 0; NR5A2 inv ag: -10; TLR9-MyD88 block: 9; NCOA3 inh: -3; TROY NFkB inh: 4; TWEAK Fn14 block: 7; NOD2 RIPK2 PPI: 1

What do the screens show for `S=C(NCCc1ccccc1)Nc1ccccc1`?
NCOA2 inhibitor: -40; ABHD5 PLIN5 PPI: 1; NR2F2 inh: -42; NCOA1 inh: -34; Exocytosis inh: 0; NR5A2 inv ag: -23; TLR9-MyD88 block: 1; NCOA3 inh: -29; TROY NFkB inh: -50; TWEAK Fn14 block: -23; NOD2 RIPK2 PPI: -9

What do the screens show for `CCCCN1C(=O)C(CC(=O)NCCCN(C)C)CC(C(=O)N2CCOCC2)=C1C` (stereo not given)?
NCOA2 inhibitor: 0; ABHD5 PLIN5 PPI: -1; NR2F2 inh: -11; NCOA1 inh: -13; Exocytosis inh: -3; NR5A2 inv ag: 2; TLR9-MyD88 block: 3; NCOA3 inh: -13; TROY NFkB inh: -10; TWEAK Fn14 block: 14; NOD2 RIPK2 PPI: -14

What do the screens show for `O=C(OCc1ccc([N+](=O)[O-])cc1)c1cc(=O)c2ccccc2o1`?
NCOA2 inhibitor: -27; ABHD5 PLIN5 PPI: 0; NR2F2 inh: -4; NCOA1 inh: 0; Exocytosis inh: -10; NR5A2 inv ag: 4; TLR9-MyD88 block: -3; NCOA3 inh: -10; TROY NFkB inh: -25; TWEAK Fn14 block: 1; NOD2 RIPK2 PPI: -9

Results for CC(=O)Nc1ccc(SCC(=O)Nc2ccccc2Oc2ccccc2)cc1 ?
NCOA2 inhibitor: -10; ABHD5 PLIN5 PPI: 6; NR2F2 inh: 3; NCOA1 inh: 1; Exocytosis inh: -5; NR5A2 inv ag: 26; TLR9-MyD88 block: 4; NCOA3 inh: 23; TROY NFkB inh: 8; TWEAK Fn14 block: 6; NOD2 RIPK2 PPI: 3

Results for CCN(CC)S(=O)(=O)c1cccc(NC(=O)/C=C/c2cccc([N+](=O)[O-])c2)c1 ?
NCOA2 inhibitor: 10; ABHD5 PLIN5 PPI: 9; NR2F2 inh: 10; NCOA1 inh: 18; Exocytosis inh: -2; NR5A2 inv ag: 37; TLR9-MyD88 block: -5; NCOA3 inh: 13; TROY NFkB inh: 30; TWEAK Fn14 block: 45; NOD2 RIPK2 PPI: -5

What do the screens show for `Cc1cc(NCCCN2CCOCC2)n2nc(C)c(-c3ccc(F)cc3)c2n1`?
NCOA2 inhibitor: -6; ABHD5 PLIN5 PPI: 3; NR2F2 inh: 13; NCOA1 inh: -3; Exocytosis inh: 1; NR5A2 inv ag: 18; TLR9-MyD88 block: -4; NCOA3 inh: -10; TROY NFkB inh: 5; TWEAK Fn14 block: 15; NOD2 RIPK2 PPI: 1

What do the screens show for `COc1ccc(-c2c(C#Cc3ccsc3)c3cc(-c4ccc5[nH]ccc5c4)ccc3n2C)cc1`?
NCOA2 inhibitor: 2; ABHD5 PLIN5 PPI: 6; NR2F2 inh: 4; NCOA1 inh: 16; Exocytosis inh: 3; NR5A2 inv ag: -5; TLR9-MyD88 block: 5; NCOA3 inh: 13; TROY NFkB inh: -11; TWEAK Fn14 block: -32; NOD2 RIPK2 PPI: 6

Results for Cc1nc2scc(C)n2c(=O)c1S(=O)(=O)NCC1CCN(Cc2ccc(F)cc2)CC1 ?
NCOA2 inhibitor: 26; ABHD5 PLIN5 PPI: 0; NR2F2 inh: -8; NCOA1 inh: -2; Exocytosis inh: 1; NR5A2 inv ag: -6; TLR9-MyD88 block: 9; NCOA3 inh: 0; TROY NFkB inh: -7; TWEAK Fn14 block: -13; NOD2 RIPK2 PPI: -12

How did COc1ccc(-c2cc(C(=O)NCc3ccco3)c3ccccc3n2)cc1 do in these assays?
NCOA2 inhibitor: 4; ABHD5 PLIN5 PPI: 11; NR2F2 inh: -7; NCOA1 inh: 1; Exocytosis inh: -3; NR5A2 inv ag: -19; TLR9-MyD88 block: 3; NCOA3 inh: -6; TROY NFkB inh: -27; TWEAK Fn14 block: 1; NOD2 RIPK2 PPI: 6

How did Cc1cc(C)cc(N(CC(=O)N2CCCCCC2)S(C)(=O)=O)c1 do in these assays?
NCOA2 inhibitor: -23; ABHD5 PLIN5 PPI: -4; NR2F2 inh: 19; NCOA1 inh: 1; Exocytosis inh: 5; NR5A2 inv ag: 0; TLR9-MyD88 block: 2; NCOA3 inh: -9; TROY NFkB inh: 3; TWEAK Fn14 block: -13; NOD2 RIPK2 PPI: 4

How did CCOC(=O)c1ccc(NC(=O)CSc2nc3sc(C(=O)O)c(C)c3c(=O)[nH]2)cc1 do in these assays?
NCOA2 inhibitor: 4; ABHD5 PLIN5 PPI: 8; NR2F2 inh: 20; NCOA1 inh: 9; Exocytosis inh: -4; NR5A2 inv ag: 13; TLR9-MyD88 block: 1; NCOA3 inh: 12; TROY NFkB inh: 2; TWEAK Fn14 block: -17; NOD2 RIPK2 PPI: -4

How did CCOC1(C)OCC(=O)[C@]2(CCC3C4CCC5=CC(=O)C=CC5(C)C4C(=O)CC32C)O1 (stereo not given in full) do in these assays?
NCOA2 inhibitor: -4; ABHD5 PLIN5 PPI: 9; NR2F2 inh: -31; NCOA1 inh: 4; Exocytosis inh: 1; NR5A2 inv ag: -2; TLR9-MyD88 block: 6; NCOA3 inh: -4; TROY NFkB inh: -15; TWEAK Fn14 block: 5; NOD2 RIPK2 PPI: -15

What do the screens show for `COc1ccc(S(=O)(=O)N(CC(=O)N2CCN(C)CC2)c2ccccc2)cc1OC`?
NCOA2 inhibitor: 20; ABHD5 PLIN5 PPI: 1; NR2F2 inh: -1; NCOA1 inh: 6; Exocytosis inh: -1; NR5A2 inv ag: -10; TLR9-MyD88 block: -2; NCOA3 inh: 9; TROY NFkB inh: -6; TWEAK Fn14 block: 1; NOD2 RIPK2 PPI: 1

How did CC12C=CC3(O1)C(C(=O)N1CCCOC13)C2C(=O)O (stereo not given) do in these assays?
NCOA2 inhibitor: 14; ABHD5 PLIN5 PPI: 0; NR2F2 inh: -14; NCOA1 inh: 0; Exocytosis inh: -1; NR5A2 inv ag: 4; TLR9-MyD88 block: -1; NCOA3 inh: 2; TROY NFkB inh: -4; TWEAK Fn14 block: 15; NOD2 RIPK2 PPI: -8

Results for CCc1cccc(C)c1NC(=O)CC1Oc2ccc(C)cc2NC1=O (stereo not given) ?
NCOA2 inhibitor: -29; ABHD5 PLIN5 PPI: 2; NR2F2 inh: 15; NCOA1 inh: -4; Exocytosis inh: -2; NR5A2 inv ag: -7; TLR9-MyD88 block: -11; NCOA3 inh: 1; TROY NFkB inh: -9; TWEAK Fn14 block: 0; NOD2 RIPK2 PPI: -6

How did CCOC(=O)c1ccc(S(=O)(=O)Nc2nc3cc(S(=O)(=O)NC4=NCCCCC4)ccc3s2)cc1 do in these assays?
NCOA2 inhibitor: -2; ABHD5 PLIN5 PPI: -22; NR2F2 inh: 6; NCOA1 inh: -6; Exocytosis inh: -1; NR5A2 inv ag: -2; TLR9-MyD88 block: 9; NCOA3 inh: -14; TROY NFkB inh: 14; TWEAK Fn14 block: -11; NOD2 RIPK2 PPI: -4

Results for CC(C)(C)N(Cc1ccccc1)C(=O)COC(=O)CNC(=O)c1ccco1 ?
NCOA2 inhibitor: 5; ABHD5 PLIN5 PPI: 2; NR2F2 inh: -6; NCOA1 inh: -10; Exocytosis inh: 10; NR5A2 inv ag: 1; TLR9-MyD88 block: 8; NCOA3 inh: 1; TROY NFkB inh: 28; TWEAK Fn14 block: 19; NOD2 RIPK2 PPI: -1

Results for COc1cccc(CNC(=O)c2ccc(S(=O)(=O)N3CCCCC3)cc2)c1 ?
NCOA2 inhibitor: 17; ABHD5 PLIN5 PPI: -4; NR2F2 inh: 12; NCOA1 inh: -10; Exocytosis inh: 0; NR5A2 inv ag: 21; TLR9-MyD88 block: 11; NCOA3 inh: -8; TROY NFkB inh: 1; TWEAK Fn14 block: 15; NOD2 RIPK2 PPI: 3

What do the screens show for `O=C(CSc1ccccc1)Nc1cccnc1`?
NCOA2 inhibitor: -5; ABHD5 PLIN5 PPI: 4; NR2F2 inh: -19; NCOA1 inh: -22; Exocytosis inh: -1; NR5A2 inv ag: -30; TLR9-MyD88 block: -5; NCOA3 inh: -24; TROY NFkB inh: -2; TWEAK Fn14 block: -9; NOD2 RIPK2 PPI: 4

What do the screens show for `Cc1ccc(C(=O)NCC(=O)NC23CC4CC(CC(C4)C2)C3)cc1`?
NCOA2 inhibitor: -19; ABHD5 PLIN5 PPI: 3; NR2F2 inh: -38; NCOA1 inh: -24; Exocytosis inh: -1; NR5A2 inv ag: -23; TLR9-MyD88 block: -4; NCOA3 inh: -10; TROY NFkB inh: -35; TWEAK Fn14 block: -1; NOD2 RIPK2 PPI: -6

Results for CC(C)Oc1ccc(C2CC(=O)N(c3cccc(Br)c3)C2=O)cc1 (stereo not given) ?
NCOA2 inhibitor: -16; ABHD5 PLIN5 PPI: -4; NR2F2 inh: 9; NCOA1 inh: -15; Exocytosis inh: 2; NR5A2 inv ag: 6; NCOA3 inh: -3; TROY NFkB inh: -11; TWEAK Fn14 block: -16; NOD2 RIPK2 PPI: 1

How did COc1cc(OC)c(C2=NOC(C(=O)O)C2)cc1Cl (stereo not given) do in these assays?
NCOA2 inhibitor: -2; ABHD5 PLIN5 PPI: 8; NR2F2 inh: -5; NCOA1 inh: 22; Exocytosis inh: 0; NR5A2 inv ag: 22; TLR9-MyD88 block: -6; NCOA3 inh: 13; TROY NFkB inh: 1; TWEAK Fn14 block: -7; NOD2 RIPK2 PPI: -3

Results for CS(=O)(=O)N(Cc1ccccc1)c1ccc(C(=O)Nc2ccccc2Sc2ccccc2)cc1 ?
NCOA2 inhibitor: -5; ABHD5 PLIN5 PPI: 3; NR2F2 inh: -3; NCOA1 inh: 10; Exocytosis inh: -2; NR5A2 inv ag: 6; TLR9-MyD88 block: -7; NCOA3 inh: 23; TROY NFkB inh: 4; TWEAK Fn14 block: 1; NOD2 RIPK2 PPI: 0

How did c1ccc(CSc2ccc(-c3ccc4c(c3)OCO4)nn2)cc1 do in these assays?
NCOA2 inhibitor: -17; ABHD5 PLIN5 PPI: 3; NR2F2 inh: -16; NCOA1 inh: -75; Exocytosis inh: 0; NR5A2 inv ag: -28; TLR9-MyD88 block: -13; NCOA3 inh: -29; TROY NFkB inh: -55; TWEAK Fn14 block: -30; NOD2 RIPK2 PPI: -12

What do the screens show for `CC(Oc1ccccc1F)C(=O)NNC(=O)CCNC(=O)c1ccccc1Cl` (stereo not given)?
NCOA2 inhibitor: -33; ABHD5 PLIN5 PPI: 0; NR2F2 inh: -17; NCOA1 inh: 0; Exocytosis inh: 8; NR5A2 inv ag: -5; TLR9-MyD88 block: 6; NCOA3 inh: -26; TROY NFkB inh: -25; TWEAK Fn14 block: -12; NOD2 RIPK2 PPI: 1

Screens as filed in PubChem.
